Screening results from PubChem BioAssay.
LRH-1 inv ag: inverse agonists of human LRH-1 (NR5A2); 0.13% of 360,000 active; AID 602396; inhibition, % at 3.6 µM; HEK293T StAR-luciferase reporter, LRH-1 transfected, 24 h; O00482;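 active = inhibition above the mean inhibition of all tested compounds plus 3 SD, cut at about 73% in these data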;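 note: 0% = DMSO wells and 100% = reporter-only cells lacking LRH-1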
LMP1 NFkB inh: Epstein-Barr LMP1 NF-kappaB reporter inhibition. AID 504558. LMP1-induced NF-kappaB luciferase reporter cells, luminescence. inhibition, % at 12.5 µM. 0.69% of 350,000 active; in the data active = inhibition above about 41%;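 note: 0% = neutral control wells and 100% = reference inhibitor control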
MC4R antagonist: blocks human MC4R cAMP signaling; P32245; MC4R-expressing cells, MTII-stimulated cAMP, LANCE TR-FRET; inhibition, % at 6.5 µM; 0.48% of 360,000 active; AID 540295;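 active = inhibition above its plate's cutoff, the mean of tested wells on that plate plus 3 SD, cut at about 29% in these data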;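 note: 0% = Melanotan II alone and 100% = Melanotan II plus saturating MCL0020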
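material = U2OS cells stably expressing human melanocortin 4 receptor (MC4R) | also added = Melanotan II challenge | dosing = single nominal compound dose of 6.5 µM | detection = TR-FRET with Eu-cAMP and labeled anti-cAMP, 671 nm | replication = singlicate | timing = compound 30 min, challenge 1 h, detection 1 h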
NOD2 RIPK2 PPI: NOD2-RIPK2 protein interaction inhibition; inhibition, % at 4.98 µM; AID 624267; 0.38% of 360,000 active; O43353; CHO BLA complementation NOD2-RIPK2, CCF4 ratio; in the data active = inhibition above about 21%;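 note: 0% = vehicle only and 100% = reference blocker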
ABHD5 PLIN5 PPI: blocks binding of human ABHD5 to perilipin-5. Q00G26+Q8WTS1. Split G. princeps luciferase complementation, luminescence, 4 h. inhibition, % at 4 µM. 0.78% of 360,000 active. AID 602281;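 active = inhibition above the mean inhibition across every tested compound plus 3 SD, cut at about 22% in these data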;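 note: 0% = DMSO only wells and the 100% control is not disclosed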
NCOA1 inh: inhibits human SRC1 coactivator; Q15788; HEK293 GAL4-SRC1 luciferase reporter, luminescence; inhibition, % at 3.6 µM; 0.12% of 360,000 active;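 active = inhibition above the campaign mean plus 3 SD, with each screening campaign given its own cutoff, cut at about 60% in these data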;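 note: 0% = DMSO treated cells and 100% = gossypol at 36 µM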
SRC3 inh: inhibitors of human steroid receptor coactivator 3 (SRC3) | Q9Y6Q9 | HEK293 GAL4-SRC3 luciferase reporter, luminescence | inhibition, % at 3.6 µM | 0.17% of 360,000 active;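 active = inhibition above a per-campaign cutoff, the mean of all compounds plus 3 SD, cut at about 60% in these data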;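 note: 0% = DMSO-treated cells and 100% = gossypol-treated cells at 36 µM; higher means less SRC3-driven luciferase light from the GAL4 reporter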
Target sequence (Q9Y6Q9 whole entry, looked up, the tested form may be a part): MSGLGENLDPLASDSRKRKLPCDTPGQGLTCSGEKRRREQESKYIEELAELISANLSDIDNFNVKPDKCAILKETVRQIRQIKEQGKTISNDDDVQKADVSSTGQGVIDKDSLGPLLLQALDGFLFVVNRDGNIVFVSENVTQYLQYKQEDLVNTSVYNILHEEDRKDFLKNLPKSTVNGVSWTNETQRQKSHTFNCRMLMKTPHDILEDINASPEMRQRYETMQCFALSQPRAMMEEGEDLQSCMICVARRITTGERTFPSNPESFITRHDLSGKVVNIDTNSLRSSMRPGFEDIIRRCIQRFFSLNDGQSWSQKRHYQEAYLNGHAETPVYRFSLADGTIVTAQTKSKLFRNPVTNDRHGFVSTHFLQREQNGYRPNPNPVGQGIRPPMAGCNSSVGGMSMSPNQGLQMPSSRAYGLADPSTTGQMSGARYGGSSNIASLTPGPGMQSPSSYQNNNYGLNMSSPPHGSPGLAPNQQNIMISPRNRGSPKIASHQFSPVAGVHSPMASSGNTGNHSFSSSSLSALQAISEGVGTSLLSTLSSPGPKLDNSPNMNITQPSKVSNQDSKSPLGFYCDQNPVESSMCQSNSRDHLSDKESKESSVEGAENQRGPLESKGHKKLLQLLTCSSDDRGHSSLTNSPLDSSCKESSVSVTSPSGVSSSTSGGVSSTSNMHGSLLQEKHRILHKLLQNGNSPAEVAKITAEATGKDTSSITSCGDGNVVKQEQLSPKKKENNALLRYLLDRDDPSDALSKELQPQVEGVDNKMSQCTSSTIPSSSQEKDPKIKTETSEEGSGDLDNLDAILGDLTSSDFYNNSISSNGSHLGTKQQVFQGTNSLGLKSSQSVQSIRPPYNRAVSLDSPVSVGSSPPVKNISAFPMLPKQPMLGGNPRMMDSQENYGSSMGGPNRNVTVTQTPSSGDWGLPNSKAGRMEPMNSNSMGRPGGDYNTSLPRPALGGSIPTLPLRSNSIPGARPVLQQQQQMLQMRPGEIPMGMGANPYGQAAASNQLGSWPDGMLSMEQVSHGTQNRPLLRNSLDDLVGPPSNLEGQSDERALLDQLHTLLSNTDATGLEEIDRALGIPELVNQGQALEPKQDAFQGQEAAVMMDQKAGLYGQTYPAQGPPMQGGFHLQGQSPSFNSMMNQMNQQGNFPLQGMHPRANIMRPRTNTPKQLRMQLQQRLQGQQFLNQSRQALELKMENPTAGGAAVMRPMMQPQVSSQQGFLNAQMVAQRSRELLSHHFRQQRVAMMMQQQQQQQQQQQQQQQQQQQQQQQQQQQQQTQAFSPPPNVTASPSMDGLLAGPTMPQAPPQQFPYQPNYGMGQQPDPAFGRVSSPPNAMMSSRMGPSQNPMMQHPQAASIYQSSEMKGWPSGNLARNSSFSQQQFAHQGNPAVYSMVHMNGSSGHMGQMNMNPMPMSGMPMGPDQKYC
COUP-TFII inh: inhibitors of human COUP-TFII (NR2F2); AID 686940; inhibition, % at 8.6 µM; 0.7% of 370,000 active; P24468; HEK293T NGFI-A luciferase reporter, luminescence;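 active = inhibition above a per-plate cutoff, mean inhibition of test wells between control levels plus 3 SD, cut at about 38% in these data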;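 note: cells cotransfected with COUP-TFII expression vector driving the NGFI-A reporter; 0% = median of COUP-TF2 test wells and 100% = reporter-only cells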
MC4R ag barr: agonists of human melanocortin 4 receptor (MC4R) beta-arrestin; U2OS MC4R beta-arrestin complementation, luminescence; percent of melanotan II response, DMSO zero; activation, % at 8.9 µM; P32245; 0.98% of 360,000 active;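 active = activation above a per-plate cutoff, the mean activation of sample wells on that plate plus 3 SD, cut at about 8% in these data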
TLR9-MyD88 inh: inhibitors of human TLR9-MyD88 binding; Q9NR96+Q99836; AID 504734; CHO BLA complementation TLR9-MyD88, CCF4 FRET ratio; 0.21% of 340,000 active; inhibition, % at 4.98 µM;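 active = inhibition above the mean over all tested compounds plus 3 SD, cut at about 21% in these data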;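 note: 0% = DMSO only wells and 100% = clavulanate BLA inhibitor control wells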
SRC2 inh: human SRC2 (NCOA2) inhibition; 0.17% of 370,000 active; HEK293 GAL4-SRC2 luciferase reporter, luminescence; inhibition, % at 9 µM;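 active = inhibition above the mean inhibition of all tested compounds plus 3 SD, set per campaign, cut at about 52% in these data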;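 note: 0% = DMSO treated cells and 100% = cells given Gossypol at 36 µM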
Starred values were filed as active, the others as inactive; / = no result given. Not all compounds are listed (hit frequency here may not be typical).

SMILES	LRH-1 inv ag	LMP1 NFkB inh	MC4R antagonist	NOD2 RIPK2 PPI	ABHD5 PLIN5 PPI	NCOA1 inh	SRC3 inh	COUP-TFII inh	MC4R ag barr	TLR9-MyD88 inh	SRC2 inh
CC(C)c1ccc(S(=O)(=O)N2CCN(C(=O)CN3C(=O)NC4(CCCC4)C3=O)CC2)cc1	-12	4	4	-2	-6	4	-7	5	-4.3	0	-2
O=C1C2C3C=CC(CC3)C2C(=O)N1c1ccccc1F (configuration not stated)	-10	3	5	-1	3	-16	-12	19	-0.7	-6	-8
O=C(Nc1nc(=O)[nH]s1)c1ccccc1	2	-9	13	2	1	-6	4	-8	-2.0	4	7
COc1ccc(NC(=O)CSCC(=O)N(C)CC(=O)Nc2ccc(Cl)c(C(F)(F)F)c2)cc1	12	1	-4	-3	7	5	20	23	-1.5	1	-16
COc1cc2c(cc1OC)C(/C(C#N)=N\O)=NC(C)(C)C2	3	1	-7	-4	4	-16	-7	-1	-2.4	5	-3
CS(=O)(=O)N(CC(=O)Nc1cccc(Br)c1)Cc1ccccc1	6	3	5	0	-3	6	-2	0	0.5	-3	1
Cc1nnc(SCC(=O)Nc2ccc(N3CCOCC3)cc2)n1-c1ccccc1	-2	-6	-1	-8	-1	-5	-5	1	-1.0	-2	-8
COc1ccc(N(CC(=O)Nc2cc(OC)ccc2OC)S(C)(=O)=O)cc1	18	-1	14	-1	6	-2	-1	-16	-0.5	-1	-16
Cc1ccc2nc(-c3ccco3)c(Cc3ccccc3)n2c1	-53	/	/	-8	38*	-21	-40	-18	/	/	-56
CCN(c1ccccc1)S(=O)(=O)c1ccc(C(=O)N2CC(C)CC(C)C2)cc1 (configuration not stated)	20	-2	15	18	-7	-18	-17	-7	-4.2	2	0
N/C(=N\NS(=O)(=O)c1ccccc1Cl)c1ccccn1	7	6	-9	-11	-8	-5	22	-1	1.2	-6	-13
COc1cc([N+](=O)[O-])ccc1N1C(=O)C2C3C=CC(C4CC34)C2C1=O (configuration not stated)	-3	-10	1	0	-1	-35	-10	-4	-0.9	-6	-10
COc1cc(NC(=O)COC(=O)Cc2ccsc2)cc(OC)c1	9	4	-3	-1	4	1	-1	-1	-0.4	-9	0
O=C(CSc1nc2cc(C(F)(F)F)ccc2n1Cc1ccccc1)NC1CCS(=O)(=O)C1 (configuration not stated)	6	2	1	4	2	-29	14	5	-1.7	-4	-9
O=c1[nH]c(=S)n(C2CCCCC2)c(O)c1C=NCCN1CCOCC1	8	4	-2	-9	5	-6	22	-1	0.2	5	-14
CCOC(=O)C(=O)Nc1ccc(S(=O)(=O)N2CCOCC2)cc1OC	-5	-2	-26	-1	-3	-6	8	2	0.9	-4	0
CCc1cccc(NC(=O)CCc2nc(-c3cccs3)no2)c1	2	-2	8	-7	3	6	-14	-7	0.2	6	-19
COC(=O)[C@]12CCCCC=C1N(Cc1ccccc1)C(=O)[C@H](CC(=O)NCc1cccs1)C2	23	/	/	-10	2	/	/	-19	/	/	27
Cn1c(N)c(C(=O)COC(=O)COc2cccc(Br)c2)c(=O)n(C)c1=O	5	3	20	-3	3	2	16	-32	-0.8	-14	-9
Cc1c(C(=O)Nc2nccs2)oc2ccccc12	-23	-37	-16	-2	0	-110	-109	-43	7.0	-5	-62
N/C(=N\OC(=O)c1ccncc1)c1cccc([N+](=O)[O-])c1	-43	-24	1	5	4	-86	-79	-10	-0.8	-8	-62
CCOC(=O)/C=C/C(=O)NNC(=O)c1ccccc1Cl	-6	-4	1	-11	-3	0	6	3	-1.5	3	12
COC(=O)Nc1ccc2c(c1)N(C(=O)CCN1CCOCC1)c1ccccc1S2	28	-23	-11	-3	12	4	8	-10	-1.6	-9	-1
O=C(CCCC(=O)c1ccccc1)Nc1ccc(O)cc1	30	2	-1	-10	-1	14	-2	-5	-0.2	-1	-14
O=C(COc1ccc2oc3c(c2c1)CCCC3)Nc1ccccn1	-76	-13	-3	-9	-1	-93	-49	-28	1.4	7	-30
Cc1c(C(=O)OCC(=O)Nc2ccc3c(c2)OCO3)cccc1[N+](=O)[O-]	7	4	-1	4	4	13	16	5	-2.5	5	-12
N#CCCC12CCCCC1=Nc1ccccc12 (configuration not stated)	-4	6	0	-1	3	10	3	2	-1.8	6	-42
CCOC(=O)c1c(NC(=S)NNS(=O)(=O)c2ccc(Br)cc2)sc2c1CCCCC2	0	4	-4	-6	-14	0	25	0	4.3	6	12
CNc1nc(SC)nc2ccccc12	-9	12	-5	-3	0	-8	-2	1	-0.8	3	-4
COc1ccc(NC(=O)c2ccccc2OCc2ccc(F)cc2)c(OC)c1	-5	-5	2	-4	0	-13	-14	2	0.1	-4	-28
N#CC1(c2cccc(Br)c2)C(=O)Nc2ccccc21 (configuration not stated)	13	10	2	6	-6	-24	9	4	-1.0	-3	-12
CCN1CCN(CC(=O)N2CCCC(C(=O)c3ccc(Oc4ccccc4)cc3)C2)CC1 (configuration not stated)	-1	6	-8	-2	5	1	20	9	-1.8	-2	-13
O=C(O)Cn1cc(C(=O)C2CC2)c2ccccc21	7	-11	3	-1	1	-11	-5	-8	-1.4	11	17
CC(C)Sc1nc2c(c(=O)[nH]c(=O)n2C)n1Cc1ccccc1	8	-6	-12	5	-5	5	7	7	-0.8	-17	-9
CC(=O)c1c(N2CCN(C(=O)C3CCCO3)CC2)nc(=S)n(-c2ccccc2)c1C (configuration not stated)	-11	0	16	-5	-5	-8	7	-10	0.5	3	-4
Cc1ccc(OCC(=O)N2CCOCC2)c([N+](=O)[O-])n1	0	3	18	-8	0	3	-13	-33	1.0	6	-6
CCOC(=O)C1CCN(c2c(NC3CCCc4ccccc43)c(=O)c2=O)CC1 (configuration not stated)	-6	-2	1	-13	7	-4	4	13	-0.8	6	5
Cc1ccc(NC2=CC(=O)CC(c3ccco3)C2)c(N)c1 (configuration not stated)	-145	-2	2	-11	5	-77	-66	-17	-1.3	-4	-16
CCCCn1c(=O)[nH]c(=O)c2c1nc(-c1cc(Br)ccc1OC)n2C	7	8	4	-13	-4	-2	-6	1	2.1	-2	-13
COc1ccc(C2=NO[C@@H]3[C@@H]4C[C@@H]([C@H]5C(=O)N(C)C(=O)[C@@H]45)[C@H]23)cc1	-10	-9	2	2	-3	-86	12	-6	-1.1	-2	-10
CC(C)N(C(=O)[C@H]1CC(CC(=O)NCc2cccc(C(F)(F)F)c2)C(=O)N2CCc3c([nH]c4ccccc34)[C@]12C)C(C)C (some centres not stated)	12	13	0	6	-4	7	6	3	1.6	2	-1
O=C(O)C1Nc2c(Cl)cc(Cl)cc2C2C=CCC12 (configuration not stated)	20	-3	2	-5	0	9	-47	/	-0.9	-12	/
O=C(CSc1nnc(-c2cccnc2)n1-c1ccccc1)Nc1ccccc1	5	-8	0	-11	-1	9	13	2	-0.9	11	1
O=C(Nc1ccc(Cc2ccncc2)cc1)c1ccco1	-30	-7	1	0	-3	-50	-43	-29	1.5	2	-42
CC(=O)N1CCN(CC(=O)NC(=O)Nc2ccc3c(c2)OCCO3)CC1	3	3	8	-6	4	-25	-13	-5	-0.5	10	10
CC(C)OC(=O)c1ccc(NC(=O)C2C3CC4OC(=O)C2C4C3)cc1 (configuration not stated)	-57	-26	5	-11	2	-69	-43	-68	-1.1	-7	-37
CCC(C)[C@H](NC(=O)Nc1cccc(Cl)c1)C(=O)O (some centres not stated)	-8	7	10	-6	-1	-5	14	11	-2.5	13	-14
CN(C)S(=O)(=O)c1ccc(NC(=O)COC(=O)C2CC3CCCC(C2)C3=O)cc1 (configuration not stated)	8	-3	13	11	-1	17	16	19	-3.1	-5	1
O=C(Nc1ccc2c(c1)OCO2)c1ccc(N2C(=O)c3ccccc3C2=O)cc1	-21	4	9	-6	4	-7	8	10	-1.0	-10	-4
COC(=O)c1sccc1-c1ccc(C(=O)Nc2cccc(Cl)c2)o1	-41	-17	11	4	0	-59	-69	-24	-0.6	-2	-46
CC(C)=CCNc1ncnc2c1c(C#N)cn2C1OC(CO)C(O)C1O (configuration not stated)	35	-30	-7	-10	13	22	26	9	-0.7	-4	16
COc1ccccc1C(=O)NC(CCSC)C(=O)NNC(=O)C(C)Oc1ccccc1F (configuration not stated)	-1	-8	12	3	7	-18	15	6	-0.9	-6	11

Part of the list above, with values under each structure:
Below each compound – LRH-1 inv ag	LMP1 NFkB inh	MC4R antagonist	NOD2 RIPK2 PPI	ABHD5 PLIN5 PPI	NCOA1 inh	SRC3 inh	COUP-TFII inh	MC4R ag barr	TLR9-MyD88 inh	SRC2 inh
COc1ccc(C2=NO[C@@H]3[C@@H]4C[C@@H]([C@H]5C(=O)N(C)C(=O)[C@@H]45)[C@H]23)cc1
→ -10	-9	2	2	-3	-86	12	-6	-1.1	-2	-10
CC(C)N(C(=O)[C@H]1CC(CC(=O)NCc2cccc(C(F)(F)F)c2)C(=O)N2CCc3c([nH]c4ccccc34)[C@]12C)C(C)C (some centres not stated)
→ 12	13	0	6	-4	7	6	3	1.6	2	-1
O=C(O)C1Nc2c(Cl)cc(Cl)cc2C2C=CCC12 (configuration not stated)
→ 20	-3	2	-5	0	9	-47	/	-0.9	-12	/
O=C(CSc1nnc(-c2cccnc2)n1-c1ccccc1)Nc1ccccc1
→ 5	-8	0	-11	-1	9	13	2	-0.9	11	1
O=C(Nc1ccc(Cc2ccncc2)cc1)c1ccco1
→ -30	-7	1	0	-3	-50	-43	-29	1.5	2	-42
CC(=O)N1CCN(CC(=O)NC(=O)Nc2ccc3c(c2)OCCO3)CC1
→ 3	3	8	-6	4	-25	-13	-5	-0.5	10	10
CC(C)OC(=O)c1ccc(NC(=O)C2C3CC4OC(=O)C2C4C3)cc1 (configuration not stated)
→ -57	-26	5	-11	2	-69	-43	-68	-1.1	-7	-37
CCC(C)[C@H](NC(=O)Nc1cccc(Cl)c1)C(=O)O (some centres not stated)
→ -8	7	10	-6	-1	-5	14	11	-2.5	13	-14
CN(C)S(=O)(=O)c1ccc(NC(=O)COC(=O)C2CC3CCCC(C2)C3=O)cc1 (configuration not stated)
→ 8	-3	13	11	-1	17	16	19	-3.1	-5	1
O=C(Nc1ccc2c(c1)OCO2)c1ccc(N2C(=O)c3ccccc3C2=O)cc1
→ -21	4	9	-6	4	-7	8	10	-1.0	-10	-4
COC(=O)c1sccc1-c1ccc(C(=O)Nc2cccc(Cl)c2)o1
→ -41	-17	11	4	0	-59	-69	-24	-0.6	-2	-46
CC(C)=CCNc1ncnc2c1c(C#N)cn2C1OC(CO)C(O)C1O (configuration not stated)
→ 35	-30	-7	-10	13	22	26	9	-0.7	-4	16
